NOD1 inhibition: NOD1 signaling inhibitors, primary screen, cell-based, luminescence, uHTS (AID 1578). NOD1-driven NF-kB luciferase reporter cells, luminescence; higher % means a stronger effect. inhibition, % at 4 µM; hits with a dose series show EC50 in µM. 1% of 290,000 active; in the data active = inhibition mostly above about 36%, no sharp cut-off; inactive = mostly below about 34%;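 also: HEK-293T reporter cells stimulated with the NOD1 agonist gamma-tri-DAP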
NOD2 inhibition: NOD2 signaling inhibitors, cell-based, luminescence, uHTS, HEK293 (AID 1566). HEK293 NOD2/NF-kB luciferase reporter, luminescence; higher % means a stronger effect. 0.63% of 290,000 active. one-dose inhibition, % at 4 µM; EC50 in µM for titrated hits; also: many of its hits are not listed in these tables
HIV peptide binding: inhibitors of HIV fusion peptide binding, primary screen, biochemical, uHTS, fluorescence dequenching (AID 1986). inhibition, % at 20 µM; hits with a dose series show IC50 in µM. cell-free peptide binding, fluorescence dequenching, 30 min; higher % means a stronger effect. 0.3% of 290,000 active; in the data active = inhibition mostly above about 52%, no sharp cut-off; inactive = mostly below about 76%; also: some results filed as inactive read as strong as hits
Rac1 GTP hydrolysis: MgcRacGAP GTPase-activating activity inhibitors, confirmation, biochemical, ADP Hunter fluorescence | MgcRacGAP-stimulated Rac1 GTP hydrolysis, ADP Hunter fluorescence; higher % means a stronger effect; GST-tagged Rac1 F28L mutant substrate | inhibition, % at 30 µM, or IC50 in µM where a hit was titrated | AID 624330 | 0.6% of 340,000 active;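 active = first-screen hits whose inhibition reached a set limit at any dose in the follow-up dose series; inconclusive = inhibition above the set first-screen limit but never retested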;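 also: fluorescence reports GDP produced by GAP-driven GTP hydrolysis; strong numbers were not always called active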
GPR55 LPI antagonism: inhibition of LPI-stimulated GPR55 beta-arrestin translocation – imaging, U2OS, beta-arrestin-GFP, LPI agonist, primary screen (AID 2013). one-dose inhibition, % at 10 µM; IC50 in µM for titrated hits. 0.13% of 290,000 active. U2OS GPR55 beta-arrestin-GFP translocation imaging, LPI antagonism; higher % means a stronger effect;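 active = spots per cell inhibited over 60%, with over 100 cells counted and total cytoplasm intensity under 500,000; inconclusive = wells with under 100 cells, flagged as likely toxic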;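 also: U2OS cells stably carrying GPR55 and arrestin-GFP stimulated by 5 µM LPI near EC80; imaged beta-arrestin-GFP aggregate spots per cell after agonist stimulation; plate controls were LPI-stimulated DMSO wells for no effect and DMSO wells without LPI for full effect; some results filed as inactive read as strong as hits; confirmed hits need IC50 under 10 µM and bright autofluorescent wells are also inconclusive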
SV40 large T antigen: SV40 large T antigen inhibitors, biochemical (AID 1903). SV40 large T antigen ATPase/helicase inhibition assay; higher % means a stronger effect. inhibition, % at 20 µM, or IC50 in µM where a hit was titrated. 0.39% of 310,000 active; in the data active = a potency from the dose series; inconclusive = inhibition mostly from about 32% at the one dose, without a potency; inactive = the rest, 99 in 100 with inhibition below about 32%; also: strong numbers were not always called active
GPR55 beta-arrestin: GPR55 agonists via beta-arrestin recruitment, primary screen, imaging, U2OS cells, beta-arrestin-GFP redistribution (AID 1961) | U2OS GPR55 beta-arrestin-GFP redistribution imaging; higher % means a stronger effect | one-dose activation, % at 10 µM; EC50 in µM for titrated hits | 0.048% of 290,000 active;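 active = activation above 40% with more than 50 cells counted in the well; inconclusive = wells holding fewer than 50 cells, flagged as toxic or sparse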;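 also: U2OS osteosarcoma cells stably expressing GPR55 and beta-arrestin-GFP; plate controls were DMSO negative control for no effect and LPI positive control for full effect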
KOR beta-arrestin-1: kappa opioid receptor activators – cell-based, luminescence, uHTS, primary screen (AID 1777); KOR beta-arrestin recruitment, luminescence; higher % means a stronger effect; activation, % at 10 µM, or EC50 in µM where a hit was titrated; 0.02% of 280,000 active; in the data active = activation above about 50%, passing the limit was not always enough; also: a part of the inactive calls stands beside numbers as strong as those of hits
KOR beta-arrestin-2: kappa opioid receptor blockers – cell-based, luminescence, uHTS (AID 1778); 0.091% of 290,000 active; KOR beta-arrestin recruitment, luminescence, antagonist mode; higher % means a stronger effect; one-dose inhibition, % at 10 µM; IC50 in µM for titrated hits; also: strong numbers were not always called active
* = called active by the depositor; ? = inconclusive; nt = not tested or not shown; [ ] = another dose, or the depositor's remark. Rule as the data show it, unless noted: active = inhibition above about 50%; inactive = the rest. A portion of the library (hit frequency here may not be typical).

SMILES | NOD1 inhibition | NOD2 inhibition | HIV peptide binding | Rac1 GTP hydrolysis | GPR55 LPI antagonism | SV40 large T antigen | GPR55 beta-arrestin | KOR beta-arrestin-1 | KOR beta-arrestin-2
COc1ccc(Br)cc1S(=O)(=O)N1CCCc2ccccc21 | 20% | -41% | -0.4% | -3% | 7% | 7% | -0.4% | -4.6% | 6%[20 µM]
O=C1c2ccccc2NC2(CCCC2)N1O | -1% | 4% | 0.6% | 12% | 0% | 3% | 0.0% | -9.9% | 12%
NCCSc1c(-c2ccc(Cl)cc2)[nH]c2ccccc12 | 5% | 19% | -1.7% | 8% | 6% | 10% | 0.7% | 2.9% | 2%
O=C1CC(N2CCCc3ccccc32)C(=O)N1c1ccccc1Cl (configuration not stated) | -26% | -2% | 1.8% | 1% | 1% | 9% | 0.4% | -1.3% | 34%
Cc1ccccc1OCC(=O)N/N=C1\CC(=O)CC(C)(C)C1 | -32% | -10% | -0.3% | 6% | 9% | 24% | -0.1% | 0.0% | -5%
COc1cccc(NC(=O)/C=C/c2ccccc2[N+](=O)[O-])c1 | -29% | -56% | 0.0% | 2% | 6% | 6% | -0.3% | -1.1% | 5%
Cc1ccc(C(C)NC(=O)c2cc3cc(Br)ccc3oc2=N)cc1 (configuration not stated) | 1% | 21% | 4.5% | 3% | -14% | 3% | 5.3% | 2.2% | -38%
C/C(CC(=O)Nc1ccc(Cl)c(Cl)c1)=N\NC(=O)Cc1ccccc1 | -22% | -6% | -0.5% | 6% | 5% | 13% | -0.2% | 1.7% | 18%
CC(=O)c1cccc(NC(=O)c2cc(-c3cccs3)on2)c1 | -92% | -90% | 1.1% | 1% | 7% | 0% | -0.2% | 4.3% | -36%
Cc1ccc(S(=O)(=O)NCC(=O)N(CC(=O)NCC2CCCO2)Cc2ccccc2)cc1 (configuration not stated) | -24% | 9% | -2.9% | 5% | -2% | 15% | -0.2% | 0.2% | -24%
CCOC(=O)C1=C(N)N(c2cc(S(=O)(=O)N3CCOCC3)ccc2Cl)C(=O)C1 | -21% | 7% | 3.7% | 1% | -3% | 11% | 0.1% | 2.8% | -4%
Cc1cc(-c2nnco2)c(C)n1-c1ccc(F)cc1 | 17% | -8% | -1.6% | 2% | 8% | 7% | 0.2% | -0.5% | -20%
Cc1ccccc1OCCn1ccnc1 | -32% | 1% | 1.5% | 5% | -2% | 28% | -0.1% | -1.2% | 5%
CC(=O)N/N=C(\C)c1ccc2c(c1)OCCO2 | -10% | -3% | 0.3% | -2% | 8% | 10% | -0.4% | -3.6% | -21%
CC(=O)Nc1cc2c(cc1C(=O)c1ccc(C)cc1)OCCO2 | 6% | 3% | 1.5% | 7% | 15% | -3% | -0.1% | 3.3% | -35%
Cc1c(NC(=O)C(C)OC(=O)CC2CC3CCC2C3)c(=O)n(-c2ccccc2)n1C (configuration not stated) | -18% | 5% | 0.8% | 6% | 8% | 8% | -0.4% | -5.8% | -1%
CCOC(=O)c1cc(-c2ccccc2)nc2nc(N3CCCCC3)sc12 | -29% | 17% | 0.2% | 8% | 1% | 3% | 0.3% | -1.5% | 11%
CC(C)(C)c1ccc(OC(=O)c2ccc(-n3cncn3)nc2)cc1 | -45% | 4% | 0.9% | nt | 4% | 12% | -0.3% | 3.0% | 23%
Cc1ccc2cc(CN(Cc3ccccc3)Cc3nnnn3C3CCCC3)c(=O)[nH]c2c1 | nt | -7% | 0.8% | 6% | 16% | 17% | -0.1% | 17% | -26%
Cc1csc(CNC(=O)C2CCC(=O)N(CCCc3ccccc3)C2)n1 (configuration not stated) | -14% | 1% | -1.1% | -5% | 12% | 7% | 0.1% | -1.7% | 3%
COC(=O)C(=CC(=CN(C)C)C=C(C(=O)OC)C(=O)OC)C(=O)OC | -2% | 20% | 0.7% | 13% | 17% | 20% | -0.1% | -4.0% | 8%
CN1CCC(=O)N([C@H](CSc2ccccc2)Cc2ccccc2)CC1 | -27% | 6% | 1.2% | 16% | 5% | 12% | 0.5% | 0.5% | -24%[20 µM]
COc1ccc(N2C(=O)Cc3c2nc(N)c(C#N)c3N)cc1 | 2% | 13% | 0.2% | 10% | 6% | 5% | -0.1% | 2.9% | 13%
COc1cc(C)c(C)cc1S(=O)(=O)NC1CC(C)(C)NC(C)(C)C1 | 9% | -40% | 2.2% | 12% | -8% | 15% | -0.1% | 3.7% | -44%[20 µM]
O=C(Nc1ccccc1F)c1ccc2c(c1)CCN2S(=O)(=O)c1ccccc1 | -14% | 5% | -1.3% | 6% | 4% | 7% | -0.2% | -2.5% | 3%
COc1ccccc1-c1ccc(=O)n(CC(=O)NCC2CCCO2)n1 (configuration not stated) | -25% | -1% | 1.1% | -1% | -3% | 6% | -0.1% | -3.9% | -8%
COc1cc(NC(=O)CCC(=O)c2cccs2)cc(OC)c1 | -23% | 16% | 0.6% | 9% | -14% | -2% | 0.3% | 3.5% | -6%
C/C=C(/C)C(=O)Nc1cccc(C2=NOC3(C2)C[C@@H](C(N)=O)N(C(=O)CC)C3)c1 (some centres not stated) | -1% | 28% | 0.3% | 6% | -7% | 8% | -0.1% | 3.8% | 16%
Cc1cc(/C=C2/C(=N)N3C(=NC2=O)SN=C3S(C)(=O)=O)c(C)n1-c1ccccc1F | -26% | -147% | 60%* | 5% | -12% | 1% | 0.2% | 1.0% | -71%
Fc1ccc(CSc2nncn2NCc2ccccc2)cc1 | -17% | 3% | 1.9% | 6% | 10% | 4% | 0.3% | -5.0% | 17%
COC(=O)c1ccc(OC(=O)c2cccnc2)cc1 | -20% | 4% | -1.1% | -14% | 4% | -3% | 0.2% | -0.7% | nt
O=C(c1ccccc1)c1ccc(N2CCOCC2)c(NC(=O)c2ccco2)c1 | -38% | 18% | -1.7% | -3% | 0% | 4% | -0.4% | 1.3% | -40%
CCN(CCn1cccn1)C(=O)c1cc(COc2ccc(F)c(F)c2)on1 | -16% | -9% | 2.3% | 12% | -4% | 10% | -0.1% | -2.3% | -2%
c1ccc(-c2nnc3sc(CN4CCC5(CC4)OCCO5)cn23)cc1 | -7% | 7% | 1.8% | 7% | 0% | 10% | 0.0% | -2.6% | 17%
CCOC(=O)CC1C(=O)NCCN1C1CCCC1 (configuration not stated) | -31% | -12% | -0.5% | 5% | 5% | 8% | 0.2% | nt | -32%[20 µM]
COC(=O)c1c(SCC(=O)Nc2ccc(C)cc2)nc(=O)[nH]c1C | -10% | 6% | 1.0% | -1% | 26% | -1% | 0.6% | -2.5% | -31%

Two of these compounds in another layout:
SMILES,NOD1 inhibition,NOD2 inhibition,HIV peptide binding,Rac1 GTP hydrolysis,GPR55 LPI antagonism,SV40 large T antigen,GPR55 beta-arrestin,KOR beta-arrestin-1,KOR beta-arrestin-2
CCN(CCn1cccn1)C(=O)c1cc(COc2ccc(F)c(F)c2)on1,-16%,-9%,2.3%,12%,-4%,10%,-0.1%,-2.3%,-2%
COC(=O)c1c(SCC(=O)Nc2ccc(C)cc2)nc(=O)[nH]c1C,-10%,6%,1.0%,-1%,26%,-1%,0.6%,-2.5%,-31%

Next records.
SMILES | NOD1 inhibition | NOD2 inhibition | HIV peptide binding | Rac1 GTP hydrolysis | GPR55 LPI antagonism | SV40 large T antigen | GPR55 beta-arrestin | KOR beta-arrestin-1 | KOR beta-arrestin-2
CCOC(=O)C1=C(C)NC(=O)NC1c1ccc(N(C)C)cc1 (configuration not stated) | -31% | 6% | 0.8% | 18% | 7% | 3% | 0.3% | -1.8% | 6%
O=C(NCc1cccnc1)c1ccc([N+](=O)[O-])o1 | -6% | -14% | -1.1% | 5% | -4% | 1% | -0.1% | -5.0% | 17%
O=C(N/C(=C\c1ccc(-c2ccccc2)o1)C(=O)N1CCOCC1)c1ccccc1 | -21% | 29% | -1.5% | 15% | 2% | 18% | -0.2% | -0.7% | 13%
CCOc1ccc(NC(=O)c2ccccc2CO)cc1 | -29% | -9% | -2.3% | 8% | 2% | 4% | 0.5% | 0.6% | -2%
COc1ccccc1N1C(=O)C2C3C=CC(CC3)C2C1=O (configuration not stated) | 51% | 2% | -0.8% | -9% | 7% | 5% | -0.1% | 6.0% | -9%
O=C(CCc1nnc2n(Cc3ccccc3)c(=O)c3ccccc3n12)NCCCN1CCCCC1 | -13% | 14% | 2.0% | 7% | -9% | 10% | -0.1% | 0.0% | -28%
CCCC(C)NC(=S)NC(=O)c1cc(S(=O)(=O)N2CCOCC2)ccc1C (configuration not stated) | -4% | -5% | -2.1% | 7% | 2% | 6% | 0.0% | -3.7% | -9%
Cc1cc(C)n(-c2c(F)c(F)c(COC(=O)c3ccccc3)c(F)c2F)n1 | 16% | -5% | -1.2% | 7% | 4% | -2% | 0.2% | 0.2% | 26%
O=C(Oc1cccc(N2C(=O)CCC2=O)c1)c1ccccc1 | -19% | 20% | 0.0% | 4% | 4% | -2% | 0.5% | -2.8% | -8%
Cc1ccc(NC(=O)CSc2nnc(Cn3cnc4ccccc43)o2)cc1 | -2% | 4% | 2.7% | 5% | -4% | 4% | -0.2% | -9.5% | 9%
Fc1cccc(Cl)c1CSc1ccc(-c2cccnc2)nn1 | -23% | -18% | -1.3% | 4% | -6% | 12% | -0.2% | -3.8% | -17%
O=C(Cc1cccs1)NCCSc1c(-c2ccc(Cl)cc2)[nH]c2ccccc12 | 31% | -9% | 0.8% | 6% | 8% | 5% | -0.2% | 6.7% | -99%
COc1ccc(OC)c(C2C(C(=O)c3ccc(C)o3)=C(O)C(=O)N2c2cc(C)on2)c1 (configuration not stated) | -19% | 13% | -1.0% | 10% | 14% | 9% | -0.2% | 7.1% | 17%
O=C(N/N=C\c1ccc(CNS(=O)(=O)c2ccccc2)o1)C(=O)Nc1ccc(F)cc1 | -33% | 0% | 0.9% | 4% | -1% | 18% | 0.7% | -1.1% | 16%
Cc1ccc(C)c(CN2CCC(CNC(=O)Nc3ccc(Cl)cc3)CC2)c1 | -6% | -5% | -0.7% | 11% | 2% | -2% | -0.1% | 1.7% | -43%
Cc1cc(C)cc(NC(=O)CCn2ccnc2)c1 | -18% | -4% | 0.5% | 2% | 4% | 10% | -0.3% | 0.2% | -25%
COc1ccc(OC)c(/C=C2\SC(=S)N(C(C(=O)O)c3ccccc3)C2=O)c1 (configuration not stated) | 18% | -16% | 34% | 15% | 1% | ? | 0.5% | 2.8% | -18%
O=Cc1ccc(OCc2ccc3c(c2)OCO3)cc1 | -70% | -78% | 1.6% | 13% | 16% | 22% | -0.1% | -5.6% | 25%[20 µM]
O=C(CN1CCN(c2ccccc2)CC1)Nc1ccc(OCc2ccccc2)cc1 | -12% | 7% | -1.5% | -1% | 19% | -3% | -0.1% | 3.7% | 13%
Cc1ccccc1C(=O)NCC(=O)NNC(=S)NC(=O)c1ccccc1C | 25% | 13% | 0.5% | 5% | 20% | 19% | -0.2% | -2.2% | 6%
CCCC1C2CN(C(C)C)CC=C2C(C#N)=C(N)C1(C#N)C#N (configuration not stated) | -10% | 1% | -3.6% | -3% | ? | 14% | -1.0% | -0.3% | -3%
